NS5 inhibitors: Dengue-2 NS5 methyltransferase inhibitors, primary screen, biochemical, confirmation dose response (AID 588689). Dengue-2 NS5 methyltransferase capping enzyme assay, biochemical; higher % means a stronger effect. inhibition, % at 25 µM, or IC50 in µM where a hit was titrated. 340,000 tested, 0.3% active; in the data active = a potency from the dose series; inconclusive = inhibition above about 29% without an active follow-up result
UTI89 phage lysis: inhibition of K1F phage lysis, E. coli UTI89, bacterial capsule biogenesis inhibitors, alamar blue (AID 488966); E. coli UTI89 K1F phage lysis, alamar blue, 2 h; higher % means a stronger effect; inhibition, % at 100 µM, or IC50 in µM where a hit was titrated; 340,000 tested, 0.02% active;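 active = phage lysis inhibition, versus mean bacterial control, above a set limit; inconclusive = no clear call, values can overlap the other calls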;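 note: capsule biogenesis inhibitors block K1F phage lysis so surviving cells raise fluorescence; higher fluorescence means more inhibition of phage lysis; actives were called in the ten point dose series up to 300 µM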
AID2073: inhibitors of Mint1-CaV2.2 protein interaction, biochemical, HTRF (AID 2073). HTRF protein-protein interaction, Mint1-CaV2.2; higher % means a stronger effect. 290,000 tested, 0.19% active. inhibition, % at 20 µM; hits with a dose series show IC50 in µM; in the data active = inhibition mostly above about 51%, no sharp cut-off; inconclusive = no clear call, values can overlap the other calls; inactive = mostly below about 53%; note: some results filed as inactive read as strong as hits
HIV fusion peptide: cell-free HIV fusion peptide-binding blockers – biochemical, uHTS, fluorescence dequenching, primary screen (AID 1986) | cell-free peptide binding, fluorescence dequenching, 30 min; higher % means a stronger effect | inhibition, % at 20 µM, or IC50 in µM where a hit was titrated | 290,000 tested, 0.3% active; in the data active = inhibition mostly above about 52%, no sharp cut-off; inactive = mostly below about 76%; note: some results filed as inactive read as strong as hits
NTR1 agonist: NTR1-driven beta-arrestin-GFP spot formation – imaging, U2OS cells, high content, primary screen (AID 493036). P30989. activation, % at 20 µM. agonist mode. 330,000 tested, 0.17% active;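 active = activation at or above 40% of the spot to cytoplasm intensity ratio, with at least 20 cells analyzed; inconclusive = wells under 20 cells, flagged as cytotoxic or low count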;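 note: 0% = DMSO without peptide and 100% = 100 nM NTR1 peptide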
Target sequence (P30989 whole entry, looked up): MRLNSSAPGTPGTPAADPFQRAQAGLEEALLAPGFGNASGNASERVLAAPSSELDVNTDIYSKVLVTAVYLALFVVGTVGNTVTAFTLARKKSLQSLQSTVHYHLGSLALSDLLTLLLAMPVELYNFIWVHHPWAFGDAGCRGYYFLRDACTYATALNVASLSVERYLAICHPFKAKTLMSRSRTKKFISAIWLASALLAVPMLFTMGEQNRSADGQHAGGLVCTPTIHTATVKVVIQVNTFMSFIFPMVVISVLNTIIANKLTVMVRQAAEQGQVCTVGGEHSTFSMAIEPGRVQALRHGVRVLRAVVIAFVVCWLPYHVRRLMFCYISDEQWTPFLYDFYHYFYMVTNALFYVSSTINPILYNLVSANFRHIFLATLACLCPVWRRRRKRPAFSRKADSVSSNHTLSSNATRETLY
GPR55 antagonists: inhibition of LPI-stimulated GPR55 beta-arrestin translocation – imaging, U2OS, beta-arrestin-GFP, LPI agonist, primary screen (AID 2013) | inhibition, % at 10 µM; hits with a dose series show IC50 in µM | U2OS GPR55 beta-arrestin-GFP translocation imaging, LPI antagonism; higher % means a stronger effect | 290,000 tested, 0.13% active;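 active = spots per cell inhibited over 60%, with over 100 cells counted and total cytoplasm intensity under 500,000; inconclusive = wells with under 100 cells, flagged as likely toxic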;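 note: U2OS cells stably carrying GPR55 and arrestin-GFP stimulated by 5 µM LPI near EC80; imaged beta-arrestin-GFP aggregate spots per cell after agonist stimulation; plate controls were LPI-stimulated DMSO wells for no effect and DMSO wells without LPI for full effect; some results filed as inactive read as strong as hits; confirmed hits need IC50 under 10 µM and bright autofluorescent wells are also inconclusive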
GPR55 beta-arrestin: GPR55 agonists via beta-arrestin recruitment, primary screen, imaging, U2OS cells, beta-arrestin-GFP redistribution (AID 1961); U2OS GPR55 beta-arrestin-GFP redistribution imaging; higher % means a stronger effect; one-dose activation, % at 10 µM; EC50 in µM for titrated hits; 290,000 tested, 0.048% active;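 active = activation above 40% with more than 50 cells counted in the well; inconclusive = wells holding fewer than 50 cells, flagged as toxic or sparse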;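 note: U2OS osteosarcoma cells stably expressing GPR55 and beta-arrestin-GFP; plate controls were DMSO negative control for no effect and LPI positive control for full effect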
GPR35 antagonists: GPR35 antagonists blocking zaprinast-driven arrestin recruitment, primary screen, imaging, U2OS, beta-arrestin-GFP, zaprinast agonist (AID 2058). U2OS GPR35 beta-arrestin-GFP translocation imaging, zaprinast antagonism; higher % means a stronger effect. one-dose inhibition, % at 10 µM; IC50 in µM for titrated hits. 290,000 tested, 0.052% active;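 active = inhibition of at least 50% with at least 30 cells and total cytoplasm GFP at most 10,000,000; inconclusive = under 30 cells or total GFP of 10,000,000 plus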
SIAH1 antagonists: blockers of Siah-1 interaction with plectin peptide – biochemical, fluorescence polarization, rhodamine-plectin, uHTS, primary screen (AID 1817). Siah-1 / rhodamine-plectin peptide fluorescence polarization; higher % means a stronger effect. displacement, % at 20 µM, or IC50 in µM where a hit was titrated. 290,000 tested, 0.02% active;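 active = displacement of at least 50% at 20 µM, with a fluorescence ratio check between 0.3 and a set limit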;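 note: plate controls were Siah plus tracer with DMSO for no effect and tracer alone without Siah for full effect; strong numbers were not always called active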
NTR1 agonist cell count 20 µM: second read-out of NTR1 agonist, no call of its own (marks repeat the call); cell count; measured here: cell count, cytotoxicity flag
* = called active by the depositor; u = inconclusive; x = no result given; [ ] = another dose, or the depositor's remark.

SMILES | NS5 inhibitors | UTI89 phage lysis | AID2073 | HIV fusion peptide | NTR1 agonist | NTR1 agonist cell count 20 µM | GPR55 antagonists | GPR55 beta-arrestin | GPR35 antagonists | SIAH1 antagonists
CCOC(=O)CNC(=S)N(Cc1ccccc1F)C1CCCCC1 | -3.7% | 0.9% | 8.8% | 0.9% | -0.2 | 73 | 4.1% | 0.3% | 7.5% | 10.5%
CCOC(=O)N/N=C(\CCC(=O)O)c1cccs1 | -7.1% | -0.1% | 12.9% | 2.9% | 1.0 | 55 | 3.1% | -0.1% | 9.0% | -1.7%
CCN(CC)CCN1C(=O)c2ccccc2NC1c1ccc(N(C)C)cc1 (stereo unspecified) | -1.4% | 0.0% | -0.8% | 0.7% | -1.8 | 69 | -17.4% | -0.1% | -5.4% | -1.6%
COc1ccc(N(C)S(=O)(=O)c2ccc3c(c2)CC(C)N3C(=O)C2CC2)c(OC)c1 (stereo unspecified) | 3.6% | 1.0% | 2.6% | -0.9% | 4.5 | 51 | 7.3% | -0.1% | 9.0% | -0.8%
Cc1ccc(C)n1-c1ccc(C(=O)O)cc1 | x | x | 4.6% | -0.4% | -0.3 | 81 | 20.5% | -0.1% | -23.4% | -2.0%
Cc1cc(Cl)c(OCCOCCN2CCCCC2)c(Br)c1 | -5.7% | 1.1%[50 µM] | -0.3% | 1.8% | 2.8 | 69 | -4.4% | -0.2% | 2.6% | -2.1%
CCOc1ccc2nc(C)cc(Nc3ccc(N4CCOCC4)cc3)c2c1 | x | x | -5.9% | -1.9% | 0.1 | 81 | 13.0% | -0.2% | -3.9% | 13.9%
CC(C)c1ccc(C(=O)OCC(=O)NC2CCCC2)cc1 | -12.2% | 0.3% | -3.6% | -1.6% | 1.0 | 79 | 8.1% | 0.8% | -20.6% | 6.0%
CC(C)n1nc(CC(=O)O)c2ccccc2c1=O | -8.9% | 0.0% | -3.3% | -0.4% | 0.5 | 66 | -7.5% | -0.1% | -2.6% | -4.9%
O=C(OCc1ccccc1Cl)c1ccccc1C(=O)c1ccccc1 | 0.7% | 3.9% | -1.3% | -2.1% | 4.1 | 54 | 11.0% | -0.1% | -5.6% | 0.1%
O=C(Nc1ccc2c(c1)ncn2-c1ccccc1)c1ccco1 | -3.2% | 4.5% | -12.6% | 0.0% | -0.1 | 61 | -7.9% | -0.2% | -6.7% | 13.4%
O=C(O)CN=C(NS(=O)(=O)c1ccc(Cl)cc1)c1ccccc1 | 1.6% | 0.2% | -2.2% | -0.3% | -1.9 | 84 | 14.7% | -0.1% | 5.0% | 8.2%
O=C(NC(=S)Nc1ccc(Cl)c(C(=O)O)c1)c1cncc(Br)c1 | -1.9% | -0.1% | -6.4% | 3.3% | -0.5 | 51 | -4.0% | -0.1% | -4.7% | -5.4%
COc1ccc(-c2cc(=O)oc3cc(O)ccc23)cc1 | -4.6% | 0.2% | 32.1% | -1.8% | 1.1 | 93 | -3.0% | 0.0% | 5.9% | 15.8%
Fc1ccc(-c2ccc(-c3nn4c(-c5ccco5)nnc4s3)o2)cc1 | 17.2% | -0.4% | 22.1% | 15.5% | 7.0 | 85 | -3.3% | 0.3% | 20.8% | 9.9%
Cn1c(=O)c(C(=O)CN2CCCCC2)c(N)n(Cc2ccccc2)c1=O | -4.0% | 0.0% | 1.4% | 0.8% | -0.9 | 49 | 2.8% | 0.0% | -12.4% | 10.5%
COc1ccc(N2C(=O)C(Cl)=C(Oc3cccc(OC)c3)C2=O)cc1 | u | -0.5% | 56.7%* | 1.7% | 0.2 | 80 | 10.9% | 0.2% | -5.9% | 17.5%
CC(C)Cn1cc(C(=O)NC2CCN(Cc3ccccc3)CC2)c2c3ccccc3n(C)c2c1=O | x | x | -4.8% | -1.8% | 0.2 | 86 | 19.1% | -0.3% | -7.9% | -0.9%
O=C(Cn1nnc(-c2cccs2)n1)NNC(=O)c1ccccc1Cl | -4.7% | 0.3% | 18.4% | -1.9% | -0.1 | 50 | 6.3% | -0.2% | 2.3% | 1.0%
CCO[C@H]1OC(C(=O)NC2CC2)=C[C@@H](C2CC2)[C@@H]1CCCO | 1.4% | 1.8% | 3.4% | -1.5% | -2.9 | 83 | 4.4% | 0.6% | 2.9% | 3.3%
Cc1nnc(SCC(=O)N(C(C)C)C(C)C)[nH]c1=O | 5.1% | 0.3% | -5.0% | 0.5% | 2.5 | 70 | -1.8% | -0.1% | 13.4% | 6.1%
O=C(CSCc1c(Cl)cccc1Cl)Nc1ccc2c(c1)OCCO2 | -5.1% | 0.2%[50 µM] | 2.9% | -1.5% | 3.1 | 46 | 6.1% | -0.3% | 2.1% | 6.0%
CC[C@@H](C)[C@H](CN[C@H](CNC)C(C)C)NC[C@@H](C)c1ccc(CC(C)C)cc1 | -2.4% | 13.6% | 3.5% | 0.9% | 15.5 | 35 | 7.6% | -0.2% | 6.3% | 1.3%
CC(=O)Nc1ccc(S(=O)(=O)N2CCC(C(N)=O)(N3CCCCC3)CC2)cc1 | 16.6% | -0.1% | 1.4% | -0.2% | -0.7 | 35 | -8.0% | -0.2% | -5.9% | 0.0%
COc1cc(NC(=S)NC(C)(C)C)c(OC)cc1Cl | -5.5% | 0.4% | 9.5% | -1.6% | 1.2 | 34 | 2.2% | -0.1% | -7.1% | -0.8%

Shown as tab-separated lines: entries from further up.
SMILES	NS5 inhibitors	UTI89 phage lysis	AID2073	HIV fusion peptide	NTR1 agonist	NTR1 agonist cell count 20 µM	GPR55 antagonists	GPR55 beta-arrestin	GPR35 antagonists	SIAH1 antagonists
COc1ccc(N(C)S(=O)(=O)c2ccc3c(c2)CC(C)N3C(=O)C2CC2)c(OC)c1 (stereo unspecified)	3.6%	1.0%	2.6%	-0.9%	4.5	51	7.3%	-0.1%	9.0%	-0.8%
Cc1ccc(C)n1-c1ccc(C(=O)O)cc1	x	x	4.6%	-0.4%	-0.3	81	20.5%	-0.1%	-23.4%	-2.0%
Cc1cc(Cl)c(OCCOCCN2CCCCC2)c(Br)c1	-5.7%	1.1%[50 µM]	-0.3%	1.8%	2.8	69	-4.4%	-0.2%	2.6%	-2.1%

Looked up above:
`COc1ccc(N2C(=O)C(Cl)=C(Oc3cccc(OC)c3)C2=O)cc1` – GPR55 antagonists: 10.9%
`O=C(NC(=S)Nc1ccc(Cl)c(C(=O)O)c1)c1cncc(Br)c1` – UTI89 phage lysis: -0.1%

The listing picks up with the 2 entries that preceded the break.
SMILES | NS5 inhibitors | UTI89 phage lysis | AID2073 | HIV fusion peptide | NTR1 agonist | NTR1 agonist cell count 20 µM | GPR55 antagonists | GPR55 beta-arrestin | GPR35 antagonists | SIAH1 antagonists
CC(=O)Nc1ccc(S(=O)(=O)N2CCC(C(N)=O)(N3CCCCC3)CC2)cc1 | 16.6% | -0.1% | 1.4% | -0.2% | -0.7 | 35 | -8.0% | -0.2% | -5.9% | 0.0%
COc1cc(NC(=S)NC(C)(C)C)c(OC)cc1Cl | -5.5% | 0.4% | 9.5% | -1.6% | 1.2 | 34 | 2.2% | -0.1% | -7.1% | -0.8%
O=S1(=O)CC(O)C(N(CCO)C(=S)Nc2ccccc2)C1 (stereo unspecified) | -7.8% | 1.0% | -33.9% | 1.1% | 1.8 | 42 | 1.5% | -0.3% | 10.0% | 7.4%
O=C1CCCC2(O)C1C(c1cccc(Br)c1)NC(=O)N2Cc1ccccc1 (stereo unspecified) | 13.6% | 0.0% | 7.5% | 2.1% | -1.4 | 64 | -2.2% | -0.2% | 10.7% | -0.4%
COc1ccc(-c2cc(=O)oc3c(C)c(O)ccc23)cc1 | -5.2% | 0.1% | 43.6% | -3.7% | 34.4 | 68 | -1.7% | 0.0% | 0.9% | 29.7%
COCCCNC(=O)CCCn1c(=O)[nH]c2ccccc2c1=O | -3.3% | 0.1% | 3.1% | 3.9% | 0.2 | 88 | -4.7% | -0.1% | 21.0% | -1.7%
COC(=O)c1nnn(-c2nonc2N)c1CSc1nc2ccccc2o1 | 0.0% | -0.2% | -4.0% | -3.3% | 1.7 | 54 | 1.0% | -0.1% | 13.5% | 4.0%
Cc1cccc(C)c1N(CC(=O)NCc1ccc(F)cc1)C(=O)c1csnn1 | -7.9% | 0.0% | -8.7% | 0.7% | -1.3 | 41 | -5.1% | -0.6% | -0.8% | 1.1%
O=C(Cn1ccnc1)c1ccc(Cl)cc1 | 1.6% | 0.1% | -2.4% | 1.2% | -0.5 | 89 | 4.0% | 0.0% | 17.8% | -1.7%
CC(C)(C)OC(=O)NC1CCN(S(=O)(=O)c2ccc3c(c2)OCCO3)CC1 | 0.7% | 1.6% | -5.9% | -0.8% | -1.5 | 51 | 8.8% | 0.4% | 12.2% | -2.5%
COc1ccc(-c2csc(N(CCc3ccc(OC)c(OC)c3)C(=O)COc3ccccc3)n2)cc1 | -6.2% | 0.4% | 17.1% | 1.5% | 8.2 | 75 | 8.2% | -0.3% | -6.4% | -1.6%
O=C(CSc1nnc(-c2ccccc2)n1Cc1ccccc1)N1CCCC1 | 0.0% | 1.9% | -1.9% | -2.4% | 0.7 | 90 | -4.3% | -0.3% | -11.5% | 3.2%
CNC(=S)N(CCc1ccccc1)Cc1cc2cc(OC)c(OC)cc2[nH]c1=O | -1.5% | 4.3% | 65.8%* | 1.5% | -0.6 | 38 | 5.5% | 0.1% | -6.2% | -3.2%
CCCCNC(=O)/C(=C\c1ccc([N+](=O)[O-])o1)NC(=O)c1ccccc1 | -16.4% | -3.0% | 1.7% | 25.2% | -1.0 | 97 | 6.0% | -0.3% | 3.8% | 9.8%
COCCCn1c(SCC(=O)Nc2ccccc2F)nnc1-c1ccoc1C | -8.3% | 0.2% | 3.6% | 0.9% | -1.3 | 34 | -2.5% | -0.1% | 2.5% | 0.8%
CCOC(=O)Cc1csc(NC(=O)C2CCCCC2C(=O)O)n1 (stereo unspecified) | 1.4% | 0.8% | -1.0% | -0.7% | 1.8 | 36 | -0.9% | -0.2% | -2.5% | 6.5%
CCOc1ccccc1NC(=O)C1=C(C)NC(=O)NC1c1cccs1 (stereo unspecified) | 0.0% | -2.4% | 7.9% | -3.1% | 1.9 | 48 | -3.1% | -0.1% | 7.6% | -0.3%
CC(C)(C)c1ccc(Oc2ccc(NC(=O)CCCC(=O)O)cn2)cc1 | 0.0% | 0.3% | -3.9% | 1.0% | 2.0 | 50 | -11.5% | 0.2% | -0.5% | -2.9%
COC(=O)c1sccc1NC(=O)c1ccc(OC)cc1OC | -4.3% | 3.1% | -14.7% | 0.7% | 3.2 | 35 | 12.0% | -0.3% | 7.8% | 9.3%
